Screens (PubChem)
miR-122 sensor – miR-122 Renilla sensor signal increase in Huh7, primary screen, miR-122 inhibitor project, cell-based, single point, plate reader; Huh7 miR-122 Renilla luciferase sensor, 48 h; neutral wells = 0, positive control = 100; activation (reporter increase), % at 12.5 µM; actives 0.3% (n = 340,000); AID 602342, 2012;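 active = mean replicate activation score at least 90 and every replicate individually at or above 90; inconclusive = only one of the two criteria met; inactive = neither criterion met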;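 note: higher luciferase means less miR-122 activity so hits act as miR-122 inhibitors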
esBAF inh – Bmi1 luciferase reporter increase in mESCs, primary screen, esBAF inhibitor project, mouse ES cells, Bmi1 luciferase knock-in, single point | AID 602393, 2012 | reporter increase, % at 12.5 µM | 24 h; 100% = twice the neutral-well signal | actives 2% (n = 350,000); in the data active = activation above about 40%; inconclusive = no clear call, values can overlap the other calls;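 note: 0% = median of the plate's neutral control wells and 100% = double that signal; a rise in the Bmi1 reporter signal indicates esBAF inhibition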
ARNT TACC3 PPI – disruptors of ARNT/TACC3 protein interaction, primary screen, biochemical, AlphaScreen, single concentration; AlphaScreen His-ARNT PAS-B/GST-TACC3 binding, luminescence; TACC3 fragment carries E629A point mutation; inhibition, % at 9.99 µM; actives 0.66% (n = 390,000);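 active = mean inhibition of replicates at least 50% and at least half of replicates each reaching 50%; inconclusive = half or more replicates reach 50% but mean below 50%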;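 note: 0% = complete ARNT plus TACC3 wells and 100% = ARNT alone without TACC3; many hits fall short of the cut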
SIRT5 block – SIRT5 desuccinylase inhibitors, primary screen, biochemical, fluorescence imaging, single point, set 5; NAD-dependent protein deacylase sirtuin-5, mitochondrial (Homo sapiens), Q9NXA8; Purified SirT5, succinyl-peptide AMC, trypsin-coupled fluorescence; inhibition, % at 15 µM; actives 1.1% (n = 330,000); in the data active = inhibition above about 15%; inconclusive = no clear call, values can overlap the other calls
Target sequence (Q9NXA8 whole entry, looked up): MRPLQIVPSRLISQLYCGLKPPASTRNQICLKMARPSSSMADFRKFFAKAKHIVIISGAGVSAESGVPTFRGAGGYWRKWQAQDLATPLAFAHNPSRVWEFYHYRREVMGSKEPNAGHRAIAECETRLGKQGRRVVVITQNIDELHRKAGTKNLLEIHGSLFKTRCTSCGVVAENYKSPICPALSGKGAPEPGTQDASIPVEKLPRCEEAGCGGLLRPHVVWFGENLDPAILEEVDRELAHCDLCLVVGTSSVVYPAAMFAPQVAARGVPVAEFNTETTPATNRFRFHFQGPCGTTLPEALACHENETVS
C2C12 statin – suppressors of statin myotoxicity in C2C12 myotubes, primary screen, cell-based, single point, plate reader; C2C12 myotubes + simvastatin, ATP luminescence, 48 h; scaled: DMSO 0, geranylgeraniol control 100; rescue of ATP level, % at 7.49 µM; actives 0.78% (n = 330,000);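 active = mean ATP rescue above about 67%, or every replicate alone reaching that limit, limit read from the data, passing the limit was not always enough; inconclusive = no clear call, values can overlap the other calls; inactive = mean under the limit and some replicate under it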;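 note: myotubes were challenged with 10 µM simvastatin during compound exposure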
ERp5 block – inhibitors of ERp5-driven insulin aggregation, primary screen, biochemical, turbidity, absorbance 650 nm, single point; 90 min; inhibition, % at 9.99 µM; actives 0.05% (n = 350,000);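 active = mean replicate inhibition above about 25%, with every replicate also reaching it, limit read from the data, passing the limit was not always enough; inconclusive = only one of those two criteria met; inactive = neither criterion met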
Target sequence (Q15084 whole entry, looked up): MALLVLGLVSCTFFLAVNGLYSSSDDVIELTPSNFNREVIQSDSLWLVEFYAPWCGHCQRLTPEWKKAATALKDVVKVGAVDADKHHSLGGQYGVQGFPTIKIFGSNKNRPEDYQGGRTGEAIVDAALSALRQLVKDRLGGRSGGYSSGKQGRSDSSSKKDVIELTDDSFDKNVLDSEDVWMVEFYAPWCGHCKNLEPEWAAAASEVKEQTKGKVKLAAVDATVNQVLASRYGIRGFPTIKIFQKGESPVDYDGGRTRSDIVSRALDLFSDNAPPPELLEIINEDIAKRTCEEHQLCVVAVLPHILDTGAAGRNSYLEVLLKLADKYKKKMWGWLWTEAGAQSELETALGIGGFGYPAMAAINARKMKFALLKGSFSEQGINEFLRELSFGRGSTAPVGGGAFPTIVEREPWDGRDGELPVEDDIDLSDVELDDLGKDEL
Cneo AK release – Cryptococcus neoformans cell lysis inducers, primary screen, AK release luminescence, single concentration; C. neoformans lysis, adenylate kinase release luminescence, 4 h; normalised: neutral wells 0, clomiphene wells 100; lysis activity, % at 15 µM; actives 0.2% (n = 360,000);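 active = mean lysis activity across replicates of at least 80%, whatever share of replicates individually reach that level; inactive = mean lysis activity below 80%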
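Assay system: C. neoformans cells. Amount: yeast cell density of 5 × 10^6 cells/mL. Technique: AK luminescence. Buffer or medium: YPD. Times: static 4 h at 37 °C with compound, 1 h detection. Dosing: single-point compound dose. Read-out: lysis from increased AK signal.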
* hit, by the source's call; ? = inconclusive; nt = not tested or not shown; [ ] = dose if it differs, or a comment.

SMILES | miR-122 sensor | esBAF inh | ARNT TACC3 PPI | SIRT5 block | C2C12 statin | ERp5 block | Cneo AK release
Cc1noc(C)c1NC(=O)N(C)C[C@@H]1Oc2ccc(NC(=O)Nc3ccc(C(F)(F)F)cc3)cc2CC(=O)N([C@@H](C)CO)C[C@@H]1C | -5[16.7 µM] | 2 | -8 | 4 | 6 | -8 | -1
CCC(=O)Nc1ccc2c(c1)OC[C@@H](C)N(CCC(F)(F)F)C[C@H](C)[C@@H](OC)CN(C)C2=O | 1[16.7 µM] | 2 | -1 | 6 | -5 | -4 | -1
CCN(CC(=O)Nc1ccc(N2CCOCC2)cc1)Cc1nc2ccccc2c(=O)[nH]1 | -1 | -5 | -2 | nt | -22 | nt | 6
CCc1cc(=O)oc2cc(OCC(=O)NCCCN3CCCC3=O)ccc12 | nt | -3 | -2 | -3 | 5 | 7 | 3
CN1C(=O)[C@H]2[C@@H](c3ccc(F)cc3)N3C(=O)c4ccccc4NC(=O)[C@@]3(C)[C@H]2C1=O | 95* | 1 | -1 | nt | 8 | nt | -1
CC(NC(=O)CCc1nc2cc(S(=O)(=O)N3CCOCC3)ccc2n1C)c1ccc(S(N)(=O)=O)cc1 (configuration not stated) | 7 | -6 | nt | -2 | 12 | 3 | 1
Cc1ccc(S(=O)(=O)N(CC(O)CN(C)C)c2ccccc2)cc1 (configuration not stated) | -6 | -2 | 1 | nt | 7 | nt | 0
CCCC/C=C/C(NC(=O)c1ccc(C(=O)OC)cc1)c1ccccc1 (configuration not stated) | nt | 4 | -3 | -2 | 2 | -2 | 1
COc1ccccc1N(Cc1cc(=O)[nH]c2ccccc12)C(=O)c1ccc([N+](=O)[O-])cc1 | 5 | nt | -8 | 6 | nt | 2 | 1
CCCn1cc(SCC(N)=O)c2ccccc21 | nt | -5 | -5 | 2 | -1 | -3 | -1
CC(=O)Nc1nc2ccccc2n1Cc1ccccc1 | 6 | -8 | 0 | 1 | 9 | -2 | 1
Cc1ccc(NC(=O)CN2CCC3(O)CCCCC3C2c2ccc3c(c2)OCO3)c(C)c1 (configuration not stated) | -3 | -8 | 10 | nt | 43 | nt | 2
CN1c2ccc(-c3ccccc3)cc2[C@@H]2[C@@H](CCN2C(=O)c2ccccc2)[C@@H]1CO | 19[16.7 µM] | 5 | -8 | 1 | 25 | 3 | -26
Cc1ccc(C)c(NC(=O)CN(C)S(=O)(=O)c2cccc3cccnc23)c1 | 1 | -1 | -6 | 13 | 2 | -3 | nt
CCOc1ccc(Cl)cc1-c1cc(C(=O)Nc2cc(OC)c(OC)c(OC)c2)[nH]n1 | -13 | -1 | nt | nt | -3 | -12 | 1
C[C@H]1CN=C(N(C)C)N1CCc1ccc(F)cc1 | 5 | 2 | -4 | 0 | 9 | 2 | 1
O=C(NCCCc1ccccc1)Nc1cccc(Cl)c1 | 20 | nt | -6 | -4 | nt | 1 | -5
CCCCn1cc(S(=O)(=O)c2ccccc2)c(=O)c2cc(C)ccc21 | 0 | 0 | -7 | 4 | 3 | 0 | -1
O=C(C[C@@H]1CC[C@H](NS(=O)(=O)c2ccccc2)[C@H](CO)O1)NCc1ccccc1F | nt | 1 | -5 | 7 | 2 | -1 | 36
COc1ccc(S(=O)(=O)Nc2ccc3c(c2)C(=O)N([C@H](C)CO)C[C@@H](C)[C@H](CN(C)Cc2ccc(Oc4ccccc4)cc2)O3)cc1 | 5[16.7 µM] | 0 | 21 | 22* | -4 | 4 | -1
N#Cc1cccc(S(=O)(=O)NCC(=O)OCC(=O)NCc2ccccc2)c1 | nt | -2 | -9 | -5 | 7 | -1 | 1
N#C/C(=C\c1ccc(O)c(O)c1)C(=O)NCCCc1ccccc1 | -12 | -9 | -3 | 2 | 8 | -1 | -2
CN1C(=O)c2ccc(C(=O)Nc3ccccc3O)cc2C1=O | -2 | -5 | -4 | nt | -4 | 3 | -3
CCc1ccccc1-n1ncc(C(=O)Nc2ccccc2OC)c1C | -3 | -3 | -1 | -6 | 9 | -7 | -2
Cc1ccccc1NC(=O)CSc1nc2ccccc2c(=O)n1C | -13 | -15 | -2 | -3 | 16 | 2 | 1
(next part)
SMILES | miR-122 sensor | esBAF inh | ARNT TACC3 PPI | SIRT5 block | C2C12 statin | ERp5 block | Cneo AK release
CC(O)CNc1cnccn1 (configuration not stated) | 0 | -3 | nt | nt | -1 | nt | -3
CS(=O)(=O)Nc1ccc2c(c1)[C@H]1C[C@@H](CC(=O)NCc3cccc(F)c3)O[C@@H](CO)[C@H]1O2 | -3[16.7 µM] | -2 | 9 | -8 | -5 | -1 | 0
O=C(c1ccc(NS(=O)(=O)c2ccc3[nH]c(=O)[nH]c3c2)cc1)N1CCN(c2ccccc2O)CC1 | -4 | -4 | 1 | 2 | -3 | 1 | 3
CC1CCc2sc(C(=O)Nc3ccc(C(N)=O)cc3)cc2C1 (configuration not stated) | 7 | ? | 1 | 1 | -27 | 5 | -3
COc1ccccc1-c1ccc2c(c1)[C@@H]1[C@@H](CCN1C(=O)C1CC1)[C@@H](CO)N2 | 4[16.7 µM] | 12 | 0 | 3 | 38 | 2 | -9
CC(C)NC(=O)Nc1ccc2c(c1)C(=O)N([C@@H](C)CO)C[C@H](C)[C@H](CN(C)C)O2 | 1[16.7 µM] | -1 | nt | -3 | -1 | -6 | 3
C[C@@H]1CN([C@H](C)CO)C(=O)c2cc(NC(=O)Nc3ccc4c(c3)OCO4)ccc2O[C@H]1CN(C)Cc1ccc(Oc2ccccc2)cc1 | -4[16.7 µM] | -1 | -3 | -2 | nt | 9 | 3
Cc1ccc(S(=O)(=O)Nc2cccc3c2O[C@H](CN(C)S(=O)(=O)c2ccccc2)[C@@H](C)CN([C@@H](C)CO)C3=O)cc1 | -4[16.7 µM] | 3 | -2 | 3 | -17 | -2 | 4
Nc1nc2ccccc2n1/N=C/c1ccc(Br)cc1 | -2 | 40 | -1 | -2 | -10 | 6 | 14
C[C@H](CO)N1C[C@H](C)[C@@H](CN(C)C(=O)c2ccccc2)Oc2cc(C#CC3(O)CCCC3)ccc2S1(=O)=O | 10[16.7 µM] | 4 | -3 | 1 | -19 | 5 | -4
CC(O)c1nc2ccccc2n1Cc1ccccc1 (configuration not stated) | -7 | -5 | -1 | -2 | 8 | -5 | -11
Cc1ccc(OCC(=O)NCCNC(=O)c2ccccn2)cc1 | nt | -2 | -8 | 0 | 22 | 2 | 6
CC1(C(=O)O)CCN1C(=O)c1cccnc1Oc1ccccc1 (configuration not stated) | 0 | 0 | nt | nt | -7 | -1 | -2
COc1cc(CC(=O)O)ccc1O | -14 | -1 | 5 | -3 | -10 | 3 | 2
O=C(O)c1ccccc1NCc1cccs1 | -2 | 3 | -6 | 3 | 25 | 0 | -5
COc1ccccc1C(=O)NC(=S)Nc1cccc2cc(O)ccc12 | 8 | 14 | 4 | -2 | -4 | 0 | 5
C[C@@H]1CN([C@H](C)CO)S(=O)(=O)c2ccc(C#C[C@@H](C)O)cc2O[C@H]1CN(C)C(=O)C1CC1 | -4[16.7 µM] | -2 | -6 | 0 | -26 | 8 | 4
COc1cccc(NC(=O)N2C[C@H](O)COC[C@@H]3O[C@H](CC(=O)NC4CCCC4)CC[C@H]32)c1 | 0[16.7 µM] | -1 | 3 | -5 | -10 | -11 | -1
CC(=O)Nc1ccc2c(c1)C(=O)N(C)[C@@H]1CC[C@H](CC(=O)Nc3cn(C)nc3C)O[C@H]1CO2 | -3[16.7 µM] | 2 | 6 | -3 | 7 | 3 | -4
O=c1nc(SCc2ccccc2Cl)nc(-c2ccc(Cl)cc2)[nH]1 | -6 | nt | -5 | -8 | nt | nt | 0
C/C(N)=C(/C#N)C(=O)COC(=O)c1ccc(C#N)cc1 | 2 | -1 | 21 | -2 | -3 | 0 | -3
CCCn1c2ccccc2c2cnn(CC(=O)NC(C)CC)c(=O)c21 (configuration not stated) | -7 | -4 | -3 | -5 | -8 | -3 | -1
O=c1c([N+](=O)[O-])cc(C(F)(F)F)cn1Cc1c(Cl)cccc1Cl | 11 | 3 | -31 | nt | -10 | nt | 2
CC(OC(=O)C1CCCCC1)C(=O)Nc1cccc([N+](=O)[O-])c1 (configuration not stated) | nt | -5 | 7 | 4 | -3 | 1 | -3
Cn1c(=O)n(C)c2cc(NC(=O)c3ccc(F)cc3)c(Br)cc21 | -2 | -4 | -4 | -2 | -2 | -2 | 5
Remaining list, next part.
SMILES | miR-122 sensor | esBAF inh | ARNT TACC3 PPI | SIRT5 block | C2C12 statin | ERp5 block | Cneo AK release
Cc1scc(C(=O)NCc2ccco2)c1-c1ccccc1 | -16 | 2 | 5 | nt | 19 | nt | 5
C[C@H]1CN([C@@H](C)CO)C(=O)c2cc(-c3cccnc3)cnc2O[C@H]1CN(C)Cc1ccc(-c2ccccc2)cc1 | nt | 0 | 2 | 3 | 0 | 6 | -13
CCOc1cccc2cc(C(N)=O)c(=NCc3ccccc3)oc12 | -4 | 5 | 15 | nt | 17 | nt | -3
CC(C)n1nccc1N(Cc1ccc(Br)cc1)S(=O)(=O)c1ccccc1 | 4 | 3 | -10 | -1 | 5 | 0 | 0
CCN(Cc1ccccc1)C(=O)c1ccccc1C | -5 | -9 | -7 | nt | -1 | nt | 0
C[C@H](CO)N1C[C@H](C)[C@H](CN(C)C(=O)CCCN(C)C)OCCCC[C@H](C)Oc2ccc(NC(=O)CCC(F)(F)F)cc2C1=O | 6[16.7 µM] | -3 | -7 | -8 | 26 | -11 | -1
O=C(Nc1ccc2c(c1)CCC2)Nc1ccc(F)cc1F | -3 | 71* | -3 | 0 | -9 | -16 | -3
COCCNC(=O)C1(C)CCCN(Cc2cc(C)ccc2C)C1 (configuration not stated) | 1 | -8 | nt | -3 | 11 | -1 | 3
O=c1c2cc(Cl)ccc2oc2nc3n(c(=O)c12)CCCS3 | -3 | -11 | nt | nt | 9 | nt | 44
Cn1c(=O)c2c(nc(NCCc3ccccc3)n2CC(=O)NCCc2ccccc2)n(C)c1=O | -1 | 2 | nt | nt | -4 | nt | -2
Cc1cc(C)c(C(=O)NCC2CCCO2)c(C)c1C(=O)NCC1CCCO1 (configuration not stated) | -8 | -5 | -9 | -4 | -13 | 3 | 0
CN1CCN(C(=O)C[C@H]2CC[C@H](NS(=O)(=O)c3cccc(F)c3)[C@@H](CO)O2)CC1 | nt | 3 | nt | 0 | 0 | 1 | -1
COc1ccc(/C=C/c2ccc3cccc(O)c3n2)c(OC)c1OC | 16 | 84* | 11 | -4 | -21 | 2 | -8
CN(Cc1ccccc1)S(=O)(=O)c1ccc2[nH]c(=O)oc2c1 | 3 | -1 | 1 | -2 | -6 | 4 | -2
Cc1noc(C)c1NC(=O)N(C)C[C@H]1Oc2c(NS(=O)(=O)c3ccc(Cl)cc3)cccc2C(=O)N([C@H](C)CO)C[C@@H]1C | 4[16.7 µM] | -2 | -4 | 1 | nt | 7 | 1

Molecules above that have a COOH group (three):
SMILES | miR-122 sensor | esBAF inh | ARNT TACC3 PPI | SIRT5 block | C2C12 statin | ERp5 block | Cneo AK release
CC1(C(=O)O)CCN1C(=O)c1cccnc1Oc1ccccc1 (configuration not stated) | 0 | 0 | nt | nt | -7 | -1 | -2
COc1cc(CC(=O)O)ccc1O | -14 | -1 | 5 | -3 | -10 | 3 | 2
O=C(O)c1ccccc1NCc1cccs1 | -2 | 3 | -6 | 3 | 25 | 0 | -5

Records listed above printed as active in esBAF inh.
| Molecule | miR-122 sensor | esBAF inh | ARNT TACC3 PPI | SIRT5 block | ERp5 block |
| --- | --- | --- | --- | --- | --- |
| O=C(Nc1ccc2c(c1)CCC2)Nc1ccc(F)cc1F | -3 | 71* | -3 | 0 | -16 |
| COc1ccc(/C=C/c2ccc3cccc(O)c3n2)c(OC)c1OC | 16 | 84* | 11 | -4 | 2 |
